aGal spleen mod: inhibits or activates alpha-galactosidase in human spleen homogenate. Potency, µM (doses to about 80 µM), for inactives: at the top dose activity change, negative = inhibition, hits mostly inhibitors. human spleen homogenate, 4MU-alpha-Gal fluorescence, 40 min. 0.008% of 240,000 active;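 also: 0% = enzyme with vehicle and -100% = no enzyme basal signal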
Target sequence (P06280 32-429 limits assumed): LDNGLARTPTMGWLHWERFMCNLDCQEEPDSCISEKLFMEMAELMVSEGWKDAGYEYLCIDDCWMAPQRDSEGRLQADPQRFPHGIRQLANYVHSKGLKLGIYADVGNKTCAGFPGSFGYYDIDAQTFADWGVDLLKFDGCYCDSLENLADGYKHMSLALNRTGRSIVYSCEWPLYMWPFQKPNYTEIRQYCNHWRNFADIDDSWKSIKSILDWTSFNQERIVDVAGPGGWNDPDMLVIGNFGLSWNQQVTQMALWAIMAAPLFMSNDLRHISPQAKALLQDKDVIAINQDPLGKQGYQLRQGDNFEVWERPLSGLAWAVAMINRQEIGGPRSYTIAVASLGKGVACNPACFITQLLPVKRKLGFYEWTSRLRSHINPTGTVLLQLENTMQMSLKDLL
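Fluorogenic readout (Ex 365/Em 440 nm) of 4-methylumbelliferone released from 1 mM 4-MU-alpha-galactoside by spleen homogenate, 40 min at 37C, pH 5.0. Data normalized to no-enzyme and enzyme controls; Hill-equation AC50 from compound titrations.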
ALDH1A1 block: blocks purified human ALDH1A1 activity. Potency, µM (series often up to 75.3 µM), inactives show top-dose activity, negative = inhibition, most hits filed as inhibitors. P00352. Purified ALDH1A1, NADH fluorescence, propionaldehyde substrate. 7.3% of 220,000 active; active = well fitted inhibition curve with a large enough effect, not every such curve was filed as active; inconclusive = small, poorly fitted or top-dose-only effect, or another doubt; inactive = no such curve, though single readings can be large or run the other way;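 also: plate controls were no enzyme wells and a reference inhibitor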
Tau FP inhib: blocks human tau fibril formation measured by polarization; Potency, µM (top dose mostly 57.7 µM), for the others: at the highest dose activity, negative = inhibition, actives largely listed as inhibitors; K18 P301L tau heparin fibrillization, Alexa594 FP, 6 h; P10636; 0.39% of 280,000 active; also: nearly all actives have a fitted effect of over 55% in size
Target sequence (P10636 561-689 P618L limits assumed): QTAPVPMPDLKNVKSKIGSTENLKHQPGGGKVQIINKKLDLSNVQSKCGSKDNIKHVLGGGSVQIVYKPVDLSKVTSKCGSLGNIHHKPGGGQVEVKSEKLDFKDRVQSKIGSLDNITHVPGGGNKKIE
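K18 P301L tau (15 uM unlabeled/0.24 uM Alexa 594-labeled, final) + compound + heparin 20 uM final; 100 mM NaOAc pH 7; 6 hr 37 C; ThT 30 uM final added, 1 hr RT; FP ex 555/em 632 nm.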
TRb-SRC2 inh: inhibitors of human thyroid hormone receptor beta-SRC2 interaction; TRbeta-SRC2 peptide binding, fluorescence polarization; receptor liganded with 1 µM T3; Potency, µM (top dose mostly 106 µM), for the others: top-dose activity change, negative = inhibition, usual class: inhibitors; 0.065% of 280,000 active;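 also: plate controls were bound peptide for no effect and peptide without receptor for full effect; nearly all actives have a fitted effect of over 50% in size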
Target sequence (P10828 whole entry, looked up): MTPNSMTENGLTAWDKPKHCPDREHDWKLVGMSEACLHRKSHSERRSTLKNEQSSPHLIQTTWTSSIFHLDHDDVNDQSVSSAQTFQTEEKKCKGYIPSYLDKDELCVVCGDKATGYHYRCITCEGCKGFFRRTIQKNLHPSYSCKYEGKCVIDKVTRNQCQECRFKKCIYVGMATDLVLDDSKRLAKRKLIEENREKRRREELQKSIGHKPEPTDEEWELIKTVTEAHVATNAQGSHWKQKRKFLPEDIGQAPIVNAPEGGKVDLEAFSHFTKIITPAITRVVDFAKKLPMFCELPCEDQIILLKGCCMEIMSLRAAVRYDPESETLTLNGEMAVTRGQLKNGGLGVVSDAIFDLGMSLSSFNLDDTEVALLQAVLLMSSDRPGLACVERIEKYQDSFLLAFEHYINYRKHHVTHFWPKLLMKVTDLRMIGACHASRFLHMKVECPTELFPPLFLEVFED
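Decrease in fluorescence polarization of 20 nM Texas Red SRC2 coactivator peptide flagged inhibition of its binding to 0.6 uM TRb LBD; 1 uM T3 included, incubation 5 hr, ex 555/em 632 nm.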
Tau fluor cs: counter-screen for tau fibril formation inhibitors. tau K18 P301L Alexa594 fluorescence, heparin fibrillization. AID 1463. 0.93% of 280,000 active. Potency, µM (top dose mostly 57.7 µM), for inactives: at the top dose activity change, negative = decrease; also: nearly all actives have a fitted effect of over 55% in size
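Human tau K18 P301L (15 uM unlabeled, 0.24 uM Alexa 594-labeled) in 100 mM sodium acetate pH 7 with 20 uM heparin, 6 hr at 37 C. ThT 30 uM added, 1 hr ambient; Alexa 594 FP and total fluorescence read at 555/632 nm.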
L3MBTL1 block: inhibitors of human L3MBTL1; Q9Y468; AlphaScreen L3MBTL1–H3K9me1 peptide binding; Potency, µM (top dose mostly 57.1 µM), without a hit: top-dose activity, negative = inhibition, hits mostly inhibitors; 0.66% of 230,000 active; AID 485360; also: nearly all actives have a fitted effect of over 60% in size
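L3MBTL1 50 nM + b-AHA-H3(1-15)K9me1 75 nM, 30 min RT; compound added, 30 min RT; streptavidin donor/Ni-chelate acceptor beads 10 ug/mL each final, 30 min RT dark; AlphaScreen read.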
TexasRed fluor: alters Texas Red total fluorescence, flagging assay interference. TRb/SRC2 Texas Red total fluorescence interference. Potency, µM (highest dose often 106 µM), without a hit: top-dose fluorescence change, negative = quenching. 0.29% of 280,000 active. AID 1479; active = well fitted curve in either direction with a large enough effect; inconclusive = small, poorly fitted or top-dose-only effect
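Human TRb ligand-binding domain at 0.6 uM with 20 nM Texas Red SRC2 peptide in Tris buffer containing 1 uM T3 and 5% DMSO, incubated with compound 5 h at ambient temperature. Total fluorescence (555/632 nm) calculated as parallel + 2 × perpendicular.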
Tau ThT inhib: tau fibrillization inhibition (ThT binding). P10636. recombinant tau K18 P301L (four-repeat tau fragment), heparin-induced fibrillization, ThT fluorescence. Potency, µM (highest dose often 57.4 µM), without a hit: top-dose activity, negative = inhibition, hits mostly inhibitors. 2.1% of 270,000 active; also: nearly all actives have a fitted effect of over 55% in size
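Recombinant human tau K18 fragment […] carrying P301L, 15 uM unlabeled plus 0.24 uM Alexa 594-labeled, was fibrillized with 20 uM heparin in 100 mM sodium acetate pH 7 for 6 hr at 37 C; 30 uM ThT fluorescence read after 1 hr.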
The depositor's hits bear a star; u = inconclusive; x = not tested or not shown; [ ] = remark or other dose. Unless noted, calls follow the shape of the dose curve; as a rule, active = well fitted curve in the direction sought with a large enough effect; inconclusive = small, poorly fitted or top-dose-only effect, or another doubt; inactive = no such curve, though single readings can be large; an effect the other way counts as inactive or inconclusive. Unless noted, % is scaled to controls: 0 for no effect and ±100 for the full control effect; potency is read from the fitted curve at half-maximal effect.

Second line of a record – aGal spleen mod, ALDH1A1 block, Tau FP inhib, TRb-SRC2 inh, Tau fluor cs, L3MBTL1 block, TexasRed fluor, Tau ThT inhib
Cc1ccc(C)c(NC(=S)N/N=C2/CCCCc3ccccc32)c1
  1%, u, 10%, 0%, -13%, -23%, 2%, -3%
CC1CCN(c2ccc(NC(=S)NC(=O)c3ccc(-c4cccc([N+](=O)[O-])c4)o3)cc2)CC1
  3%, u, -4%, 12%, u, x, 0%, 2µM*
CC(C)C(=O)Nc1cccc(-c2cn3ccccc3n2)c1
  13%, u, -1%, 3%, -3%, 0%, 1%, -11%
Cc1cccc(NC(=O)C(=O)NCCCc2ccccc2)c1
  -4%, -4%, 5%, 2%, 4%, 4%, -1%, -3%
COc1cc(/C=C/CN2CCN(Cc3ccc(C)o3)C(CCO)C2)ccc1O (stereo not given)
  4%, 6%, -4%, 2%, -25%, -14%, -1%, u
CC(=O)NC(c1ccc(F)cc1)c1cccnc1 (stereo not given)
  -4%, 10%, 3%, -16%, 5%, 7%, -3%, -2%
CCC(C)(C(=O)NC1CCCCC1)N(Cc1ccco1)C(=O)CC1NC(=O)NC1=O (stereo not given)
  1%, -5%, 1%, 4%, 7%, x, 0%, 1%
O=C(NCCN1CCOCC1)/C(=C\c1ccc(Br)cc1)NC(=O)c1cccs1
  -2%, -2%, -4%, 5%, 1%, 7%, 4%, -3%
COc1ccc(-n2nc(C(=O)NCC(=O)Nc3ccccn3)c3ccccc3c2=O)cc1Cl
  18%, u, -5%, 1%, -11%, 2%, -3%, -5%
O=C(NCc1ccccc1)Nc1cc(Cl)ccc1Cl
  8%, 2%, -6%, -8%, -13%, 3%, -1%, -4%
COc1ccc(Cc2noc(CN3CCCC(C(=O)c4cccs4)C3)n2)cc1OC (stereo not given)
  -5%, -9%, -2%, -5%, -4%, 0%, -3%, -3%
CCn1nc(C)c(/C=C2\CCCC3=C2OC(N)=C(C#N)C3c2c(C)nn(CC)c2C)c1C (stereo not given)
  6%, -27%, -3%, 2%, -9%, -2%, 3%, u
Cc1ccc(NCC(=O)N/N=C\c2ccc[nH]2)cc1
  2%, u, 6%, 0%, 2%, -17%, 0%, -8%
CC(C)CC(=O)N1CCC(O)(CS(=O)(=O)Cc2ccccc2Cl)CC1
  1%, u, 0%, 1%, -2%, -7%, -3%, -4%
COc1cc(/C=C/c2nc(C#N)c(N3CCC(C)CC3)o2)cc(OC)c1OC
  x, x, 15%, 4%, -26%, x, -5%, -12%
Cc1ccc(C(CC(=O)N2CCCC2)c2ccccc2)c(O)c1C (stereo not given)
  5%, 6%, -5%, 1%, -14%, x, -2%, -5%
C/C(=N\Nc1ccc(S(=O)(=O)Nc2ccccc2)cc1[N+](=O)[O-])c1ccncc1
  -5%, 2%, 14%, 3%, u, 3%, -1%, u
CN(C)S(=O)(=O)Nc1ccccc1C(N)=O
  7%, u, 1%, 1%, 1%, 6%, 0%, 0%
COc1ccc2cc(CN(CC3CCCO3)C(=S)NCc3ccco3)c(=O)[nH]c2c1 (stereo not given)
  -1%, 3.5µM*, -9%, 3%, -26%, -28%, 0%, -7%
CCN(CC)S(=O)(=O)c1ccc(/C=C/C(=O)Nc2c(C)n(C)n(-c3ccccc3)c2=O)cc1
  2%, 2%, 0%, 0%, 0%, -1%, 1%, -3%
CCOc1ccc(NS(=O)(=O)c2ccc3c(c2)CCN3C(C)=O)cc1
  x, x, 4%, -1%, -8%, x, -2%, -8%
O=C(COC(=O)COc1ccc(Cl)cc1)Nc1ccc(N2CCOCC2)cc1
  -6%, 4%, 3%, 7%, -13%, x, -1%, -16%
CN(C)C(=O)c1ccc(-c2nc(NCc3cccs3)c3ccccc3n2)cc1
  4%, 1%, -7%, 8%, u, x, -1%, -4%
Cc1cccn2c(/C=N/OCc3ccc(F)cc3)c(-c3ccc(Cl)cc3)nc12
  6%, -6%, -4%, -15%, -2%, -4%, 1%, 6%
COc1ccc(C(=O)N/N=C/c2ccc(N3CCOCC3)o2)cc1OC
  0%, u, 0%, -3%, -10%, x, 5%, u
NS(=O)(=O)c1cccc(NC(=O)CN2CCc3ccccc32)c1
  1%, 7.9µM*, 9%, 8%, u, -11%, -3%, -9%
Cc1ccc2c(C)c(C(=O)N(Cc3ccc(N(C)C)cc3)Cc3ccco3)oc2c1C
  x, x, 3%, -5%, u, x, -2%, u
CCCC(=O)Nc1cc(C(=O)O)ccc1S(=O)(=O)c1ccc(C)cc1
  -2%, u, -8%, 7%, -8%, -16%, 0%, -6%
Cc1cc(C(=O)CCC(=O)N2CCN(S(=O)(=O)c3cccs3)CC2)c(C)s1
  -10%, -10%, -3%, -17%, -17%, x, 0%, -20%
COc1ccc(-c2c(C#N)c(SCc3c(C)noc3C)nc3c2C(=O)CC(C)(C)C3)cc1
  -16%, 0%, -1%, -6%, -12%, -3%, 0%, -9%
CCn1ccc2c(OCC(=O)Nc3ccccc3C(F)(F)F)cccc2c1=O
  x, x, -3%, -3%, -13%, x, -1%, -14%
COc1ccc(Nc2nc(-c3cccs3)cs2)c(OC)c1
  -2%, u, 11%, 12%, 16µM*[quencher], x, -2%, 11µM*
Cc1ccc(CN2CCN(Cc3cn(C)nc3C)CC2CCO)o1 (stereo not given)
  0%, -2%, 9%, -2%, 7%, 6%, -1%, -5%
COc1ccc(OC)c(CNc2ncc(-c3ccc(Cl)cc3)n2C)c1
  x, x, 6%, 4%, -22%, x, 3%, u
O=C(Oc1ccccc1-c1nnco1)c1ccc(Cl)cc1
  -8%, 4%, 6%, -1%, -4%, 6%, 3%, -13%
O=C(Cc1ccccc1)Nc1ccccc1Oc1ccccc1
  0%, 12%, -1%, 8%, -8%, 12%, -1%, -12%
CCOC(=O)N1CCc2c(sc3c2C(=O)NC(c2ccccc2F)N3)C1 (stereo not given)
  x, x, 2%, -3%, 3%, x, -19%, -17%
c1coc(-c2ccnc(-c3ccncc3)n2)c1
  -3%, 6%, 9%, -1%, 7%, 4%, -5%, -1%
COC(=O)C1=C(C)N(c2ccc(OC)cc2)C(C)=C(C(=O)OC)C1c1ccccc1
  2%, x, 3%, 1%, -24%, -11%, -1%, -10%
C=CCSc1nnc2c(n1)OC(c1ccco1)Nc1ccccc1-2 (stereo not given)
  2%, -5%, -4%, -2%, -9%, -5%, -1%, u
CCOC(=O)c1ccc(N2C(=O)c3n[nH]c(-c4ccco4)c3C2c2ccc(C(=O)OC)cc2)cc1 (stereo not given)
  x, x, u, 3%, u, x, 1%, -6%
CC(C)CC(=O)N=C1SC2CS(=O)(=O)CC2N1Cc1ccccc1Cl (stereo not given)
  1%, x, -4%, -2%, -4%, 2%, -2%, 2%
CCc1cccc(C)c1NC(=O)c1ccc2c(c1)CCN2S(=O)(=O)c1ccc(Cl)cc1
  x, x, -5%, -8%, -10%, x, -2%, -1%
COCCN(CCOC)c1nc(S(=O)(=O)c2ccc(C)cc2)c(Cl)s1
  7%, -16%, 2%, -13%, -11%, x, -10%, -2%
COc1cccc(C(=O)N2CCN(C(=O)c3cccc4ccccc34)CC2)c1OC
  -14%, u, 0%, -3%, -4%, -4%, -5%, -8%

Four entries picked at random from the list so far, as already listed:
Second line of a record – aGal spleen mod, ALDH1A1 block, Tau FP inhib, TRb-SRC2 inh, Tau fluor cs, L3MBTL1 block, TexasRed fluor, Tau ThT inhib
CCc1cccc(C)c1NC(=O)c1ccc2c(c1)CCN2S(=O)(=O)c1ccc(Cl)cc1
  x, x, -5%, -8%, -10%, x, -2%, -1%
c1coc(-c2ccnc(-c3ccncc3)n2)c1
  -3%, 6%, 9%, -1%, 7%, 4%, -5%, -1%
CCOC(=O)c1ccc(N2C(=O)c3n[nH]c(-c4ccco4)c3C2c2ccc(C(=O)OC)cc2)cc1 (stereo not given)
  x, x, u, 3%, u, x, 1%, -6%
COC(=O)C1=C(C)N(c2ccc(OC)cc2)C(C)=C(C(=O)OC)C1c1ccccc1
  2%, x, 3%, 1%, -24%, -11%, -1%, -10%

New compounds follow.
Second line of a record – aGal spleen mod, ALDH1A1 block, Tau FP inhib, TRb-SRC2 inh, Tau fluor cs, L3MBTL1 block, TexasRed fluor, Tau ThT inhib
Cc1ccc(S(=O)(=O)NCC(c2ccco2)N2CCN(c3ccccc3F)CC2)cc1 (stereo not given)
  x, x, -1%, -1%, -15%, x, 1%, -6%
CCOc1cc(NC(=S)NCC(C)C)c(OCC)cc1NC(=O)c1cccs1
  -6%, -2%, u, -8%, -15%, -5%, 0%, -5%
CCOC(=O)c1nn(-c2ccccc2)c2nnc(Cc3ccccc3)c(=O)n12
  9%, u, 5%, -8%, -13%, 16%, -6%, -13%
Cc1ccc(NC(=S)NCCc2ccc(F)cc2)c(C)c1
  8%, 6%, -10%, -2%, -15%, -9%, 1%, 1%
CCCCOc1ccc(C(=O)N2CCC(C)CC2)cc1
  11%, -10%, -4%, 8%, -11%, x, -4%, -12%
COc1cccc(NC(=S)N(Cc2ccc(C)cc2)Cc2ccccn2)c1
  -4%, u, -4%, 1%, -13%, 5%, -1%, 3%
Oc1[nH]c2ccccc2c1N=NC(=S)NCC1CCCO1 (stereo not given)
  0%, 11%, 2%, 0%, 0%, -8%, 0%, 0%
COc1cccc(-c2nc(NCc3cnc(C)cn3)c3ccccc3n2)c1
  10%, 6%, u, 3%, -29%, x, -4%, -5%
CC(C)Oc1cccc(-c2cc(C(=O)N3CCN(c4ncccn4)CC3)c3ccccc3n2)c1
  4%, u, -4%, -17%, -25%, x, 3%, -7%
O=C(CCn1ccc2cc(S(=O)(=O)N3CCCC3)ccc21)NCc1cccc(Cl)c1
  x, x, 7%, 0%, -26%, x, -1%, -8%
O=C1CN(c2nc(-c3ccccc3)c3cc(Br)ccc3n2)c2ccccc2N1
  5%, -5%, -6%, 2%, -15%, 4%, 3%, -2%
Cc1ccc(CN(Cc2ccco2)C(=O)c2ccccc2Br)o1
  x, x, -9%, -3%, u, x, 0%, u
CC(=O)N1CCc2cc(C(=O)CN3CCN(c4ccccc4F)CC3)ccc21
  2%, u, -7%, -1%, -15%, x, 1%, u
N#Cc1ccc(-c2ccccc2)nc1SCCN1CCOCC1
  8%, 6%, -4%, -4%, -6%, 5%, -3%, 1%

Screening data as filed in PubChem.
